14-3-3g Raf: alters human 14-3-3 gamma binding to Raf peptide. hit rate 0.19% among 160,000. inhibition, % at 40 µM. FP, 14-3-3gamma / TMR-pS259-Raf peptide binding. P61981; in the data active = inhibition above about 30%;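 note: 0% = protein plus tracer without compound and 100% = blank with tracer alone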
Target sequence (P61981 whole entry, looked up): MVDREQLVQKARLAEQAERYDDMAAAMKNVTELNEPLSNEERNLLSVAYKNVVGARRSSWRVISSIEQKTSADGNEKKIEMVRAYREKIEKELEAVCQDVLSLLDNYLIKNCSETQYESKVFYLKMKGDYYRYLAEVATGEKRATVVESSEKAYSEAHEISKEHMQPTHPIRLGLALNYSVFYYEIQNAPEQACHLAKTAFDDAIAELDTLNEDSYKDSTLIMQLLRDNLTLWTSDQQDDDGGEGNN
The depositor's hits bear a star; & = joins results of further samples. An excerpt; rates above refer to the full screens.

The opening 3 entries (preview)
Compound	14-3-3g Raf
COc1ccc(-c2cc(C(=O)NCCc3ccc(OC)c(OC)c3)no2)cc1	2.9
Nc1ccc(S(=O)(=O)Nc2ncccn2)cc1	-7.1
CCc1cccc(NC(=O)CCc2nc(-c3ccc(OC)cc3)no2)c1	-2.0

This part in full, repeating the preview:
Compound	14-3-3g Raf
COc1ccc(-c2cc(C(=O)NCCc3ccc(OC)c(OC)c3)no2)cc1	2.9
Nc1ccc(S(=O)(=O)Nc2ncccn2)cc1	-7.1
CCc1cccc(NC(=O)CCc2nc(-c3ccc(OC)cc3)no2)c1	-2.0
O=C1C(=O)N(CCCn2ccnc2)C(c2cccnc2)/C1=C(/O)c1ccc(Cl)cc1 (configuration not stated)	2.5
O=C(CCC(=O)c1cccs1)Nc1ccccc1F	-4.7
Nc1nc2ccc(C(=O)N3CCOCC3)cc2s1	-20.8
O=C(C1CCC(CNc2nc(=S)[nH]c3ccccc23)CC1)N1CCN(c2cccc(Cl)c2)CC1 (configuration not stated)	-2.8
C=CCOc1cccc(C2/C(=C(/O)c3ccc(C)cc3)C(=O)C(=O)N2CCN2CCOCC2)c1 (configuration not stated)	-10.4
CCC(=O)N1CCc2cc(S(=O)(=O)NCCN3CCCCC3CC)ccc21 (configuration not stated)	-15.8&-15.5
C=CCn1c(CCNC(=O)c2ccccc2F)nnc1SCC(=O)Nc1nc(C)cs1	-8.4

Next results.
Compound	14-3-3g Raf
CCSCCOC(=O)c1[nH]c2c(c1C)C(=O)CC(c1ccc(C(C)(C)C)cc1)C2 (configuration not stated)	-0.7
Oc1ccc(N=CC=Cc2ccc3c(c2)OCO3)cc1-c1nc2ccccc2o1	-15.3
COc1ccc(Nc2c3c(nc4ccccc24)CCC3)c(OC)c1	1.9
CCOc1ccccc1N1CCN(C(=O)Nc2cccc(Cl)c2)CC1	1.1
CCOC(=O)c1c(NC(=O)COc2cc(C)c(Cl)c(C)c2)sc(C)c1C	-16.2
CCOC(=O)c1ccccc1NC(=O)C1CC(=O)N(c2ccccc2)C1 (configuration not stated)	-0.4
COc1ccc(C2C3=C(CC(c4ccc(C(F)(F)F)cc4)CC3=O)Nc3ccccc3N2C(=O)C(F)(F)F)cc1 (configuration not stated)	-3.9
Cn1c(=O)[nH]c(=O)c2c1nc(N1CCOCC1)n2CC(O)COc1ccc(I)cc1 (configuration not stated)	-9.3
Cn1c(=NC(=O)C2CC2)sc2cccc(F)c21	-7.8
Cc1cc(S(=O)(=O)N(Cc2ccc3c(c2)OCO3)CC2CCCO2)ccc1-n1cnnn1 (configuration not stated)	0.1

(more compounds)
Compound	14-3-3g Raf
Cc1ccc(NC(=O)c2sc3ccccc3c2Cl)cc1	-3.0
Cc1cc(C)n(-c2nnc(C)n2/N=C/c2ccccc2F)n1	0.0
O=C(c1ccc(F)cc1)c1cc2ccccc2o1	4.1&-0.9
COc1ccccc1C1CC(c2ccc(F)cc2)Nc2ncnn21 (configuration not stated)	-13.3
CCN(CC)C(=O)C1CCCN(Cc2ccc(F)c(F)c2)C1 (configuration not stated)	-4.2
CC(=O)C1=NN(c2ccc(Cl)cc2)C(c2c[nH]c3ccccc23)N1c1ccc(N(C)C)cc1 (configuration not stated)	-27.2
Cc1cccc(-n2ccnc2SCC(=O)Nc2ccc3c(c2)OCCO3)c1	-8.7
CCCCc1ccc(N2CC(C(=O)Nc3nccs3)CC2=O)cc1 (configuration not stated)	-1.1
C=CCSc1nc2ccccc2c(=O)[nH]1	-3.0
CC(OC(=O)c1ccc2c(c1)C(=O)N(c1ccc(Br)cc1)C2=O)C(=O)c1ccccc1 (configuration not stated)	0.7

Carrying on.
Compound	14-3-3g Raf
CC(Nc1nc(N2CCN(S(C)(=O)=O)CC2)nc2ccccc12)c1ccccc1 (configuration not stated)	-0.3
CC(C)(C)OC(=O)N1CC2Cc3[nH]c(=O)ccc3C(C2)C1 (configuration not stated)	-3.6
Cc1cc(COc2ccccc2OCCN2CCN(C)CC2)no1	-11.9
CCOC(=O)Cn1nnnc1C(CC)N(Cc1cc2c(C)cc(C)cc2[nH]c1=O)C1CCCC1 (configuration not stated)	-4.2
COc1cccc(N2C(=O)N(c3ccccc3)C3CS(=O)(=O)CC32)c1 (configuration not stated)	2.1
CCOC(=O)C(CC)Sc1ncnc2sc3c(c12)CCC(C)C3 (configuration not stated)	-17.1
Cc1cc(C)c(S(=O)(=O)NCC2CCC(C(=O)NC3CCCCCC3)CC2)c(C)c1 (configuration not stated)	1.5
Fc1ccccc1N1CCN(C(c2cccs2)c2nnnn2CCc2ccccc2)CC1 (configuration not stated)	-1.6
CCOC(=O)c1c(-c2ccccc2)csc1NC(=O)COc1cccc(C)c1C	-4.6
CCc1ccc(NC(=O)Cn2cnc3sc(C)c(S(=O)(=O)N4CCC(C)CC4)c3c2=O)cc1	0.6

Additional records.
Compound	14-3-3g Raf
Cc1ccc(N=Cc2cn(-c3ccccc3)nc2-c2ccccc2)cc1	-8.0
CCOCCCNC(=O)c1cc(=O)n(Cc2cccc(C)c2)c2ccccc12	-2.2
O=C(CSc1nc2ccccc2[nH]1)N1CCN(c2ccc(F)cc2)CC1	-4.8
O=C(NCc1ccc2c(c1)OCO2)C1CCCN1C(=O)Nc1cccc(F)c1 (configuration not stated)	3.0
O=C(NCc1ccco1)c1ccc2c(c1)N(Cc1ccccc1)C(=O)CS2=O (configuration not stated)	4.3
CC(C)NC(=O)Cn1cc(C#N)c2cc(Br)ccc21	13.2
O=C(NC(=O)c1ccccc1)NC1(C(F)(F)F)OCCO1	2.0
Cc1ccn2c(NC3CCCC3)c(-c3ccsc3)nc2c1	-4.5
Cc1cc(NC(=O)CN2C(=O)c3ccccc3S2(=O)=O)no1	-6.5
COCC(=O)N(Cc1ccccc1)c1ccccn1	1.4

(further entries)
Compound	14-3-3g Raf
Cc1cnc(C(=O)OCC(=O)Nc2ccc(Oc3ccccc3)cc2)cn1	-0.7
CN(C)S(=O)(=O)N1CCN(c2ccc(Cl)cc2)CC1	-1.4
CCOC(=O)c1sc(NC(=O)CCC(=O)O)nc1C	-1.5
CCOC(=O)Cn1nc([N+](=O)[O-])c(Br)c1C	-1.9
CCn1c(COc2ccccc2OC)nnc1SCC#N	-7.0
COc1ccc(C(=O)O)cc1S(=O)(=O)Nc1ccc(Br)cc1	-6.5
Cc1ccc2cc(C3CC(c4cccs4)=NN3C(=O)CCC(=O)O)c(Cl)nc2c1 (configuration not stated)	-11.7
NC(=S)c1ccc(C(N)=S)o1	2.0
COC(=O)c1ccc(S(=O)(=O)c2ccc(C(=O)OC)s2)s1	-0.3
CCN(CC)c1ccc(NC(=O)c2cc(OC)cc(OC)c2)c(C)c1	-6.0

Continued.
Molecule,14-3-3g Raf
O=C1c2c(cc(Oc3ccccc3)cc2[N+](=O)[O-])Oc2ccccc2N1CCc1ccccc1,-41.9
Cc1cc(=O)n2nc(N3CCCC3C(=O)NCCCN3CC(C)CC(C)C3)sc2n1 (configuration not stated),-6.8
COc1ccc(C(=O)N2CCC(C(=O)Nc3ccccc3F)CC2)cc1OC,3.9
CCCC12CN3CC(C)(CN(C1)C3c1cccc([N+](=O)[O-])c1)C2=O (configuration not stated),-4.4
Cc1cc(NC(=O)CSc2nc3ccccc3c(=O)n2Cc2ccc(F)cc2)no1,-4.0
COc1ccc(S(=O)(=O)N2CCN(C(=O)CCC3CCCC3)CC2)cc1,-13.6
CCOC(=O)C1=C(O)C(Nc2nccs2)(C(F)(F)F)N=C1C (configuration not stated),4.6
CC(=O)Nc1ccc(N=Cc2ccc(C=Nc3ccc(NC(C)=O)cc3)cc2)cc1,-91.9
CC(=O)OCCNc1cc(N2CCN(C)CC2)c2noc3c2c1C(=O)c1ccccc1-3,-69.9
COc1ccc(-c2nnc(CSc3nc4ccccc4c(=O)n3C)o2)cc1OC,-0.6
CCN1CCCC1CNC(=O)c1cn(C2CCCCC2)c(=O)c2c1c1ccccc1n2C (configuration not stated),-79.3
O=C(c1ccc(CS(=O)c2ccccc2)o1)N1CCOCC1 (configuration not stated),-3.2
Cc1cc(Br)ccc1NC(=O)c1coc(=O)c2ccccc12,-7.5
CCOC(=O)c1[nH]c2c(c1C)C(=O)CC(c1ccc(OC)c(OC)c1)C2 (configuration not stated),4.8&-2.8
CCCCC(CC)CNS(=O)(=O)c1ccc2c(c1)CCN2C(=O)CCC(=O)O (configuration not stated),-7.9

Additional records follow.
Molecule,14-3-3g Raf
O=C(NCc1ccncc1)C(=O)Nc1ccccc1F,-7.3
CCCCn1c(=O)c(-c2ccccc2)c(O)c2ccccc21,-7.1
CCCCCOc1ccc(N2C(=O)CSC2c2cccc([N+](=O)[O-])c2)cc1 (configuration not stated),-6.8
Cc1ccc(C=Nc2sc3c(c2C#N)CCCC3)cc1[N+](=O)[O-],1.7
CN(C(=O)c1ccc(S(=O)(=O)c2cccc(Cl)c2)c([N+](=O)[O-])c1)C1CCCCC1,-2.3
Cc1ccc(CCNC(=O)CCc2cn(C)c3ccccc23)cc1,-1.2
Cc1oc2c(cc(NS(=O)(=O)c3ccc(F)cc3)c3ccccc32)c1C(=O)OC(C)C,-24.6
COc1cccc(-n2ccnc2SCC(=O)Nc2c(C)cc(C)cc2C)c1,-4.5
Cc1ccc(-c2nn(CC(=O)Nc3ccc(OC(F)(F)Cl)cc3)c(=O)c3ccccc23)cc1S(=O)(=O)N1CCOCC1,-7.0
O=C(O)CCn1c(C2CCCCC2)nc2ccccc21,-6.0
CC1=C(C(=O)OCCOc2ccccc2)C(c2ccccc2OC(C)C)C2=C(CC(C)(C)CC2=O)N1 (configuration not stated),0.6
O=C(CSc1nnc(-c2cccnc2)n1-c1ccc(Br)cc1)c1cccc([N+](=O)[O-])c1,-6.5
O=C(COC(=O)c1ccc(S(=O)(=O)NCc2ccco2)cc1)NCCC1=CCCCC1,-3.6
COc1cc(S(=O)(=O)N2CCN3CCCC3C2)ccc1-n1cnnn1 (configuration not stated),-0.5
COc1ccccc1C1C(C(=O)N2CCCCC2)=C(C)Nc2nc3ccccc3n21 (configuration not stated),-8.5

Other results:
Molecule,14-3-3g Raf
CC1=C(C(N)=O)C(c2ccccc2Cl)n2nc(SCc3ccccc3)nc2N1 (configuration not stated),-13.1
CS(=O)(=O)N(CC(=O)N1CCOCC1)c1ccc(Oc2ccccc2)cc1,-2.6
COc1ccc(CNC(=O)C2CC(=O)N(c3ccc(OCC(=O)N4CCCCC4)cc3)C2)cc1 (configuration not stated),3.9
CCOc1ccc(CC(=O)Nc2sc3c(c2C(N)=O)CCCCCC3)cc1OCC,6.8
CC(=O)C1=C(O)C(=O)N(Cc2ccccc2)C1c1ccc(Br)cc1 (configuration not stated),-1.9
CCOC(=O)C(NC(=O)c1cccnc1)(Nc1cccc(C)n1)C(F)(F)F (configuration not stated),-0.7
CC(C)c1ccccc1NC(=O)CCN1C(=O)c2ccccc2C1=O,1.3
COc1ccc(N2C(=O)CC(Sc3nc(CC(C)C)ccc3C#N)C2=O)cc1 (configuration not stated),-17.4
CCc1ccc(OCCCC(=O)O)c(Br)c1,-7.6
CCSc1nnc(NC(=O)CN(C)S(=O)(=O)c2ccc(F)cc2)s1,-3.4
CC(C)(C)C(=O)CC(=O)Nc1ccc(Cl)c(N)c1,-3.2
COC(=O)[C@H](Cc1ccccc1)NC(=O)N1CC(C)OC(C)C1 (some centres not stated),3.8
FC(F)(F)c1cccc(N2NC3(CCCCC3)NC2=S)c1,-3.4
Cc1cc2ccccc2c(=O)n1CC(=O)Nc1ccc2c(c1)OCO2,-2.3
c1ccc(-c2nnc(Cn3c4ccccc4c4nc5ccccc5nc43)o2)cc1,-7.6

(further entries)
Molecule,14-3-3g Raf
CC(=Nc1ccccc1)Nc1ccccc1,-3.8
C=CCOc1ccc(-c2cc(C(F)(F)F)c(C#N)c(SCC)n2)cc1,-5.6
O=C(NCCN1C(=O)CSC1=O)c1ccccc1,1.5
Cc1cc(NC(=O)CSc2nc3sc4c(c3c(=O)n2C)CCCC4)no1,-2.5
CCOC(=O)c1c(NC(=O)CSC2=NN3CCCC(=O)N=C3S2)sc2c1CCC2,-0.3
O=[N+]([O-])c1c(NCCN2CCCC2)ccc2nsnc12,-91.7
NC(=O)c1c(NC(=O)COc2ccc(Cl)cc2)sc2c1CCC2,-45.3
COc1cc(C2NC(=O)NC(C)=C2C(=O)OCC2CCCCC2)ccc1OCc1ccccc1 (configuration not stated),-6.2
NC(=O)Cn1c(CSc2nc3ccccc3n2Cc2ccccc2)nc2ccccc21,-5.2
COc1ccccc1C(=O)N1CCN(c2cccc(C(F)(F)F)c2)CC1,-7.3
Cc1ccccc1OCC(=O)N1CCCc2ccccc21,-2.7
O=C1CC(NCCc2ccccc2F)C(=O)N1c1ccc(Br)cc1 (configuration not stated),-10.4
CCN(CC)C(=O)Oc1ccc2c(=O)c(-c3ccc(OC)cc3)coc2c1,-10.0
COCCNc1cc(C)nc2ccc(C)cc12,-7.1
CC1CCc2c(sc3[nH]c(=S)n(Cc4ccccc4)c(=O)c23)C1 (configuration not stated),-6.6

Given as labelled records: entries from further up.
smiles: C=CCOc1ccc(-c2cc(C(F)(F)F)c(C#N)c(SCC)n2)cc1
  14-3-3g Raf: -5.6
smiles: O=C(NCCN1C(=O)CSC1=O)c1ccccc1
  14-3-3g Raf: 1.5
smiles: Cc1cc(NC(=O)CSc2nc3sc4c(c3c(=O)n2C)CCCC4)no1
  14-3-3g Raf: -2.5
smiles: CCOC(=O)c1c(NC(=O)CSC2=NN3CCCC(=O)N=C3S2)sc2c1CCC2
  14-3-3g Raf: -0.3

More entries.
Molecule,14-3-3g Raf
CCNC(=O)CC1SC(=Nc2ccccc2C)N(C)C1=O (configuration not stated),-1.0
Cc1cc(-c2ccccc2C(=O)NCc2ccccc2)on1,3.5
COc1ccc(CCNC(=O)c2c[nH]c3ccc(S(=O)(=O)N4CCCCCC4)cc3c2=O)cc1OC,-8.3
Cc1cccc(-c2noc(CCc3ccccc3)n2)c1,-6.8
O=C(NCCC1=CCCCC1)c1ccc2c(c1)[nH]c(=S)n1c3ccccc3nc21,-20.5
CC(=O)c1ccc(N2C(=O)c3cccc(Cl)c3C2=O)cc1,-6.3

Two entries drawn at random from those above:
Molecule,14-3-3g Raf
Cc1cccc(-c2noc(CCc3ccccc3)n2)c1,-6.8
CCNC(=O)CC1SC(=Nc2ccccc2C)N(C)C1=O (configuration not stated),-1.0

Compound activity (PubChem)
